Screening results from PubChem BioAssay.
IMP-1 inh = inhibitors of Pseudomonas aeruginosa IMP-1 metallo-beta-lactamase | purified IMP-1, nitrocefin hydrolysis, epi-absorbance fluorescence | inhibition, % at 5.6 µM | actives 0.45% (n = 290,000) | AID 1556;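 active = inhibition above the mean plus 3 SD of all compounds in the same screening run, cut at about 4.5% in these data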;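 note: 0% = IMP-1 with DMSO and 100% = DMSO wells lacking enzyme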
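Assay system: purified IMP-1; Quantity: IMP-1 0.2 nM before substrate addition; Medium: HEPES buffer pH 7.1 with ZnSO4 and Brij 35; Incubation: 15 min enzyme–compound preincubation, then 25 min nitrocefin reaction, 25 °C; Signal: fluorescence quenching readout, ex 480/em 530 nm; Controls: DMSO with and without IMP-1; Repeats: singlicate testing.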
SUMO HTRF inh = inhibitors of human SUMOylation (UBC9). P63279. HTRF SUMOylation assay, SAE1/SAE2 + UBC9, in vitro. inhibition, % at 35 µM. actives 0.36% (n = 290,000); in the data active = inhibition above about 50%, passing the limit was not always enough; note: strong numbers were not always called active
Target sequence (P63279 whole entry, looked up): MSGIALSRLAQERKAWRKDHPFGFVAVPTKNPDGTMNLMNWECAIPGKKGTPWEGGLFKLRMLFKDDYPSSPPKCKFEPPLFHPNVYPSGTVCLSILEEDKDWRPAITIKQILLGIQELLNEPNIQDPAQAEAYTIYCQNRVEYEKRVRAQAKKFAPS
VIM-2 inh = blocks Pseudomonas aeruginosa VIM-2 metallo-beta-lactamase; purified VIM-2, nitrocefin hydrolysis, epi-absorbance fluorescence; inhibition, % at 5.6 µM; actives 0.89% (n = 290,000);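 active = inhibition above the mean of all tested compounds plus 3 SD, cutoff set per screening run, cut at about 7.5% in these data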;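 note: red hydrolysis product quenches plate fluorescence so inhibitors raise well fluorescence; 0% = enzyme with DMSO and 100% = DMSO without enzyme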
MEKK2wt PB1 HTS = raises or lowers MEK5 binding to wildtype human MEKK2 PB1 domain; Q9Y2U5; bead flow cytometry, Alexa488-MEK5 binding to MEKK2 WT; actives lie on both sides; binding response (% of control), % at 10 µM; actives 1.1% (n = 290,000); in the data active = binding response below about 67% or above about 130%
FID counter = counter-screen for HCV NS3 helicase inhibitors: DNA intercalator displacement. actives 0.17% (n = 290,000). inhibition, % at 7.9 µM. DNA fluorescent intercalator displacement, fluorescence; in the data active = inhibition above about 37%;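 note: 0% = vehicle and 100% = reference compound; higher means more ethidium bromide displaced from hairpin DNA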
NS3 helicase inh = inhibitors of Hepatitis C virus NS3 helicase; inhibition, % at 10.9 µM; actives 0.56% (n = 290,000); NS3 helicase DNA unwinding, Cy5 molecular beacon fluorescence;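 active = inhibition above the mean of all tested compounds plus 3 SD, set per campaign, cut at about 35% in these data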;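 note: 0% = DMSO wells and 100% = thioflavine S control wells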
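assay system = NS3 helicase fragment of HCV | buffer or medium = MOPS pH 6.5, MgCl2, DTT, Tween20, BSA | timing = 60 min unwinding reaction at 25 °C after ATP addition | signal = Cy5 beacon fluorescence read at start and 1 h | read-out basis = % inhibition of unwinding | control set = low DMSO, high thioflavine S at 110 µM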
MEKK2mut PB1 HTS = signal of MEK5 binding to mutant human MEKK2 PB1 domain. actives 0.35% (n = 290,000). percent response, % at 10 µM. bead flow cytometry, Alexa488-MEK5 binding to MEKK2 mutant; in the data active = percent response above about 24%, passing the limit was not always enough; note: inactives centre near 1; some results filed as inactive read as strong as hits
PfM18AAP inh = blocks P. falciparum M18 aspartyl aminopeptidase; recombinant PfM18AAP, H-Glu-NHMec fluorogenic cleavage; inhibition, % at 7.35 µM; actives 1.2% (n = 290,000); AID 1822;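 active = inhibition above the campaign mean inhibition over all tested compounds plus 3 SD, cut at about 28% in these data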;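 note: 0% = plate median of test compound wells and 100% = 2 mM ZnCl2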
NALP1 yeast inh = blocks the NALP1 inflammasome reconstituted in yeast. S. cerevisiae NALP1/ASC/caspase-1 growth, X-gal OD620, 72 h. inhibition, % at 10 µM. actives 0.61% (n = 280,000); in the data active = inhibition mostly above about 24%, no sharp cut-off; inactive = mostly below about 32%; note: some compounds called inactive have numbers as strong as hits
* hit, by the source's call.

`COc1ccc(CCNC(=O)C2CCN(S(=O)(=O)c3ccc(F)cc3)CC2)cc1` gave IMP-1 inh -3.6, SUMO HTRF inh 9.2, VIM-2 inh -2.6, MEKK2wt PB1 HTS 99.0, FID counter -25.5, NS3 helicase inh 1.4, MEKK2mut PB1 HTS 6.0, PfM18AAP inh 1.9 and NALP1 yeast inh 3.3.
For Cn1cc(Br)c(C(=O)NN2C(=O)C3C(C2=O)C2C=CC3C23CC3)n1 (stereo not drawn) the results were IMP-1 inh -2.0, SUMO HTRF inh 8.4, VIM-2 inh -2.5, MEKK2wt PB1 HTS 99.0, FID counter 0.2, NS3 helicase inh 9.3, MEKK2mut PB1 HTS 1.0, PfM18AAP inh 2.2 and NALP1 yeast inh 0.2.
For O=C(NCCCN1CCOCC1)c1cnccn1 the results were IMP-1 inh -2.9, VIM-2 inh -5.2, MEKK2wt PB1 HTS 107.0, FID counter -5.3, NS3 helicase inh 7.7, MEKK2mut PB1 HTS 6.0, PfM18AAP inh 1.9 and NALP1 yeast inh 17.5.
Cc1cccc(-c2cc3nc(-c4ccccc4)cc(=O)n3[nH]2)c1 was read as IMP-1 inh -2.3, SUMO HTRF inh 1.1, VIM-2 inh -4.9, MEKK2wt PB1 HTS 105.0, FID counter -14.3, NS3 helicase inh 3.1, MEKK2mut PB1 HTS 7.0, PfM18AAP inh -1.4 and NALP1 yeast inh -2.1.
For CN(C)c1cc[n+](CC(=O)N2c3ccccc3Sc3ccccc32)cc1 the results were IMP-1 inh -2.4, SUMO HTRF inh 14.2, VIM-2 inh -3.6, MEKK2wt PB1 HTS 96.0, FID counter 10.5, NS3 helicase inh 1.4, MEKK2mut PB1 HTS -3.0, PfM18AAP inh -18.5 and NALP1 yeast inh 8.7.
Cc1csc2c(=O)sc(NC(=O)c3cccs3)nc12 was read as IMP-1 inh -2.6, SUMO HTRF inh 27.2, VIM-2 inh -1.3, MEKK2wt PB1 HTS 95.0, FID counter 0.6, NS3 helicase inh 3.8, MEKK2mut PB1 HTS -6.0 and PfM18AAP inh 6.5.
`COc1ccc2[nH]c(=O)c(C(c3nnnn3C3CCCC3)N3CCN(Cc4ccc5c(c4)OCO5)CC3)cc2c1` (stereo not drawn) gave IMP-1 inh -0.7, SUMO HTRF inh 23.9, VIM-2 inh -1.6, MEKK2wt PB1 HTS 93.0, FID counter 0.9, NS3 helicase inh -12.3, MEKK2mut PB1 HTS -5.0, PfM18AAP inh 3.0 and NALP1 yeast inh 14.5.
Screening CCc1ccc(Nc2n[n+](-c3ccccc3)c(-c3ccc(C(=O)O)cc3)s2)cc1 returned IMP-1 inh -2.7, SUMO HTRF inh -1.1, VIM-2 inh -2.8, MEKK2wt PB1 HTS 99.0, FID counter -24.2, NS3 helicase inh -25.6, MEKK2mut PB1 HTS 3.0, PfM18AAP inh 9.3 and NALP1 yeast inh 2.8.
Screening Nc1c(Cl)ncnc1N1CCN(c2ncnc(Cl)c2N)CC1 returned IMP-1 inh -2.8, SUMO HTRF inh -3.0, VIM-2 inh -1.5, MEKK2wt PB1 HTS 106.0, FID counter 2.4, NS3 helicase inh -5.0, MEKK2mut PB1 HTS 1.0, PfM18AAP inh -2.4 and NALP1 yeast inh 33.7.
CCOC(=O)NC1(C(F)(F)F)C(=O)N(Cc2ccccc2)C2=C1C(=O)CC(C)(C)C2 (stereo not drawn) was read as IMP-1 inh -2.4, SUMO HTRF inh 1.1, VIM-2 inh -2.4, MEKK2wt PB1 HTS 96.0, FID counter -18.8, NS3 helicase inh 6.1, MEKK2mut PB1 HTS -3.0, PfM18AAP inh 1.6 and NALP1 yeast inh 3.8.

For convenience, part of the list above.
Screening Nc1c(Cl)ncnc1N1CCN(c2ncnc(Cl)c2N)CC1 returned IMP-1 inh -2.8, SUMO HTRF inh -3.0, VIM-2 inh -1.5, MEKK2wt PB1 HTS 106.0, FID counter 2.4, NS3 helicase inh -5.0, MEKK2mut PB1 HTS 1.0, PfM18AAP inh -2.4 and NALP1 yeast inh 33.7.
CCOC(=O)NC1(C(F)(F)F)C(=O)N(Cc2ccccc2)C2=C1C(=O)CC(C)(C)C2 (stereo not drawn) was read as IMP-1 inh -2.4, SUMO HTRF inh 1.1, VIM-2 inh -2.4, MEKK2wt PB1 HTS 96.0, FID counter -18.8, NS3 helicase inh 6.1, MEKK2mut PB1 HTS -3.0, PfM18AAP inh 1.6 and NALP1 yeast inh 3.8.

New compounds follow:
Screening COC(=O)c1ccc(OCCN2C3=NCCN3c3ccccc32)cc1 returned IMP-1 inh -3.1, SUMO HTRF inh 4.8, VIM-2 inh -1.3, MEKK2wt PB1 HTS 114.0, FID counter 5.3, NS3 helicase inh -11.2, MEKK2mut PB1 HTS 5.0, PfM18AAP inh 3.6 and NALP1 yeast inh -10.0.
COCn1c(-c2cccc(Br)c2)nc2ccccc21 was read as IMP-1 inh -1.0, SUMO HTRF inh 4.2, VIM-2 inh 3.5, MEKK2wt PB1 HTS 100.0, FID counter -4.0, NS3 helicase inh 0.5, MEKK2mut PB1 HTS -2.0, PfM18AAP inh -3.2 and NALP1 yeast inh 2.5.
`Cc1cc(CNC(=O)c2cccc(OC3CCN(S(=O)(=O)N(C)C)CC3)c2)on1` gave IMP-1 inh -4.8, SUMO HTRF inh 0.3, VIM-2 inh -2.4, MEKK2wt PB1 HTS 98.0, FID counter -28.4, NS3 helicase inh 2.5, MEKK2mut PB1 HTS 3.0, PfM18AAP inh -0.2 and NALP1 yeast inh 13.4.
`O=C(NCC(c1ccco1)N1CCN(c2ccccc2)CC1)c1ccc2c(c1)OCO2` (stereo not drawn) gave IMP-1 inh -3.8, SUMO HTRF inh -0.7, VIM-2 inh -4.4, MEKK2wt PB1 HTS 97.0, FID counter -14.1, NS3 helicase inh -1.3, MEKK2mut PB1 HTS -4.0, PfM18AAP inh -4.2 and NALP1 yeast inh -6.9.
`Cc1cc(CC(C)C)n(-c2nc3ccccc3c(=O)n2OCC(N)=O)n1` gave IMP-1 inh -2.9, SUMO HTRF inh 8.4, VIM-2 inh -2.4, MEKK2wt PB1 HTS 95.0, FID counter -12.6, NS3 helicase inh 3.6, MEKK2mut PB1 HTS -9.0, PfM18AAP inh 2.1 and NALP1 yeast inh 23.4.
O=C(N/N=C\c1ccc(-c2ccccc2[N+](=O)[O-])o1)C1COc2cc3ccccc3cc2O1 (stereo not drawn) was read as IMP-1 inh -3.0, SUMO HTRF inh -4.9, VIM-2 inh -6.4, MEKK2wt PB1 HTS 96.0, FID counter -9.2, NS3 helicase inh 15.5, MEKK2mut PB1 HTS -4.0, PfM18AAP inh 5.3 and NALP1 yeast inh 25.3.
For Cc1ccc(C(=O)OCC(=O)NC(=O)c2cccn2C)cc1[N+](=O)[O-] the results were IMP-1 inh -2.7, SUMO HTRF inh 20.5, VIM-2 inh -0.9, MEKK2wt PB1 HTS 104.0, FID counter 2.7, NS3 helicase inh -0.2, MEKK2mut PB1 HTS 3.0, PfM18AAP inh 1.3 and NALP1 yeast inh -10.8.
Screening Cc1c(Br)c([N+](=O)[O-])nn1CC(=O)NCc1ccccn1 returned IMP-1 inh 0.1, SUMO HTRF inh 2.0, VIM-2 inh 0.1, MEKK2wt PB1 HTS 103.0, FID counter 2.9, NS3 helicase inh -5.9, MEKK2mut PB1 HTS 7.0, PfM18AAP inh -3.1 and NALP1 yeast inh 8.4.
CCOC(=O)CSc1ncnc2c1cnn2-c1ccc(C)cc1C was read as IMP-1 inh -3.4, SUMO HTRF inh 0.9, VIM-2 inh -4.1, MEKK2wt PB1 HTS 97.0, FID counter -15.1, NS3 helicase inh -3.6, MEKK2mut PB1 HTS -3.0, PfM18AAP inh 0.8 and NALP1 yeast inh -1.4.
`Cc1nc2ccc(N)cc2c(=O)n1Cc1ccc(Cl)cc1` gave IMP-1 inh -1.9, SUMO HTRF inh 9.2, VIM-2 inh 1.1, MEKK2wt PB1 HTS 102.0, FID counter -6.1, NS3 helicase inh 5.4, MEKK2mut PB1 HTS 2.0, PfM18AAP inh 18.1 and NALP1 yeast inh -10.4.
O=C1c2ccccc2C(=O)N1CCSc1nncs1 was read as IMP-1 inh -3.5, SUMO HTRF inh 26.7, VIM-2 inh -3.2, MEKK2wt PB1 HTS 101.0, FID counter -5.0, NS3 helicase inh 0.3, MEKK2mut PB1 HTS 2.0, PfM18AAP inh -4.9 and NALP1 yeast inh 11.5.
For COC(=O)c1oc2ccc(Br)cc2c1NC(=O)CN1CCN(C)CC1 the results were IMP-1 inh -3.2, VIM-2 inh 5.5, MEKK2wt PB1 HTS 109.0, FID counter 20.2, NS3 helicase inh -3.2, MEKK2mut PB1 HTS 5.0 and PfM18AAP inh 1.0.
`Cc1nc2c(-c3ccccc3)c(C)nn2c(C)c1CC(=O)O` gave IMP-1 inh 0.5, SUMO HTRF inh 14.8, VIM-2 inh 1.8, MEKK2wt PB1 HTS 103.0, FID counter -7.2, NS3 helicase inh 3.6, MEKK2mut PB1 HTS 3.0, PfM18AAP inh -6.1 and NALP1 yeast inh -3.1.
`COc1ccc(CCC(=O)NCCc2cn3c(C)csc3n2)cc1` gave IMP-1 inh -4.7, SUMO HTRF inh 18.3, VIM-2 inh 0.2, MEKK2wt PB1 HTS 112.0, FID counter -7.8, NS3 helicase inh -0.5, MEKK2mut PB1 HTS 12.0, PfM18AAP inh -9.8 and NALP1 yeast inh -4.0.
Screening CC(NC(=O)/C(C#N)=C/c1ccc(N2CCOCC2)cc1)c1ccccc1 (stereo not drawn) returned IMP-1 inh -2.6, SUMO HTRF inh 9.5, VIM-2 inh -1.5, MEKK2wt PB1 HTS 103.0, FID counter -21.6, NS3 helicase inh 4.3, MEKK2mut PB1 HTS 1.0, PfM18AAP inh 5.7 and NALP1 yeast inh 12.3.
`CCN(CC)c1ccc(N=Nc2ncn[nH]2)cc1` gave IMP-1 inh -7.3, SUMO HTRF inh 0.5, VIM-2 inh -7.2, MEKK2wt PB1 HTS 95.0, FID counter -7.6, NS3 helicase inh -8.3, MEKK2mut PB1 HTS -2.0, PfM18AAP inh 30.4* and NALP1 yeast inh -12.0.
CCOc1cc(C(=S)N2CCOCC2)ccc1OS(=O)(=O)c1ccc(OC)cc1 was read as IMP-1 inh 1.7, SUMO HTRF inh 8.7, VIM-2 inh -1.4, MEKK2wt PB1 HTS 99.0, FID counter -28.8, NS3 helicase inh -9.1, MEKK2mut PB1 HTS -2.0, PfM18AAP inh -2.2 and NALP1 yeast inh 16.5.
O=[N+]([O-])c1cc(Cl)c2cccnc2c1O was read as IMP-1 inh -5.6, SUMO HTRF inh -1.0, VIM-2 inh -3.1, MEKK2wt PB1 HTS 101.0, FID counter -5.9, NS3 helicase inh 13.7, MEKK2mut PB1 HTS 2.0, PfM18AAP inh 2.9 and NALP1 yeast inh 2.0.
Screening CCOC(=O)C1CCC(CN(Cc2ccccc2)S(=O)(=O)c2ccc([N+](=O)[O-])cc2)CC1 (stereo not drawn) returned IMP-1 inh -4.9, SUMO HTRF inh -17.7, VIM-2 inh -2.0, MEKK2wt PB1 HTS 92.0, FID counter -5.9, NS3 helicase inh 8.7, MEKK2mut PB1 HTS -5.0, PfM18AAP inh 0.0 and NALP1 yeast inh 34.3.
